Screens (PubChem BioAssay)
IMPase inh – membrane-permeable compound that blocks inositol monophosphatase; P97697; CHO-M1 cells, IP1 accumulation, HTRF TR-FRET ratio; inhibition (IP1 accumulation), % at 46.1 µM; 120,000 tested, under 10 active; AID 901; active = well fitted curve in the direction sought with a large enough effect in the signal ratio, not every such curve was filed as active; inconclusive = small, poorly fitted or top-dose-only effect, or a change in a side signal; inactive = no such curve, though single readings can be large or run the other way; the % refers to the signal ratio;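 note: cells stimulated with carbachol in lithium chloride buffer; plate controls were DMSO basal wells for no effect and reference inhibitor wells for full effect; higher means more IMPase inhibition seen as more IP1 and lower FRET ratio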
Target sequence (P97697 whole entry, looked up): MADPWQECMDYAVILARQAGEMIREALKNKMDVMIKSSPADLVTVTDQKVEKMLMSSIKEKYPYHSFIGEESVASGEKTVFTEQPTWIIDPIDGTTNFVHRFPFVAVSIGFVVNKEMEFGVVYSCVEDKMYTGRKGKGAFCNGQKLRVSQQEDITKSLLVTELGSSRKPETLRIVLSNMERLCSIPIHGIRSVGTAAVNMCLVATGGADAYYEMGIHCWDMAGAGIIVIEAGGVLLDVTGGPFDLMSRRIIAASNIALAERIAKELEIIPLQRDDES
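Cellular IMPase inhibition is scored as a rise in cytosolic IP1, detected by competitive TR-FRET between d2-labelled IP1 and a europium anti-IP1 antibody. M1-expressing CHO cells were stimulated with carbachol for 30 min at 37C, with lithium (50 mM LiCl) present in the buffer.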
PNC inhibitor – inhibitors of perinucleolar compartment assembly; AID 2417; 140,000 compounds, 3.1% hits; PC3M PTB-GFP, PNC prevalence imaging, 16 h; hits give low values; activity change (PNC), negative = inhibition, % at 10 µM;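 active = readout at or below -70, meaning at least 70% loss of cells showing the perinucleolar compartment, a nuclear body marking cancer cells; inconclusive = readout between -30 and a set limit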;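 note: plate controls were DMSO wells for no effect and camptothecin positive control wells for full effect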
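Compounds are pinned in duplicate onto adhered PC3M cells stably expressing GFP-tagged PTB and incubated 16 h at 37 C. Cells are then fixed, nuclei stained with Hoechst, and PNC-positive cells counted.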
12-hLO inh – 12-hLO (ALOX12) enzyme inhibition; purified 12-hLO, xylenol orange hydroperoxide absorbance; Potency, µM (series often up to 57.1 µM), for the others: at the highest dose activity change, negative = inhibition, hits mostly inhibitors; 150,000 compounds, 0.12% hits; AID 1452; note: potency is the fitted concentration of half-maximal effect; nearly all actives have a fitted effect of over 55% in size; many of its hits are not listed in these tables
Target sequence (P18054 whole entry, looked up): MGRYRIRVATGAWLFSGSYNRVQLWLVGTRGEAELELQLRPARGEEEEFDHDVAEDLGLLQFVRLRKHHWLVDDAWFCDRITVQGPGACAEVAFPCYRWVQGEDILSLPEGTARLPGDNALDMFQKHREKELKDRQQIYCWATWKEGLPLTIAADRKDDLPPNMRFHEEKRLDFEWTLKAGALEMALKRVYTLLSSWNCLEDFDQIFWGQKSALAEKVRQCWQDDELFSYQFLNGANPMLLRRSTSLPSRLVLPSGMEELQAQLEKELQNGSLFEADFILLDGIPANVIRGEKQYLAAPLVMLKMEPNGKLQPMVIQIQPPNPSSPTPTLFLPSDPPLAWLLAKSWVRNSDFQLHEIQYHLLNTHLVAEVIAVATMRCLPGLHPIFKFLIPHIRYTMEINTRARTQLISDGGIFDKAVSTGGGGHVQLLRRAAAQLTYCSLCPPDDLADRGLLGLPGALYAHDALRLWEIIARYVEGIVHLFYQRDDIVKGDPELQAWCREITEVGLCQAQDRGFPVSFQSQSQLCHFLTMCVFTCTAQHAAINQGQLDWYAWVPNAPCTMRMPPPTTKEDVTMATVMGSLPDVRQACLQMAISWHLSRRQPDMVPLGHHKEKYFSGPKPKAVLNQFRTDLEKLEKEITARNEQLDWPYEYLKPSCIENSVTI
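Purified human 12hLO (150 nM final) was preincubated with compounds for 15 min at room temperature in 25 mM Hepes pH 7.0, 0.01% Triton X-100, then reacted with 40 uM arachidonic acid for 30 min. Hydroperoxide was detected with ferrous iron/xylenol orange.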
ALOX15B inhib – 15-hLO-2 (ALOX15B) enzyme inhibition; O15296; purified 15hLO-2, xylenol orange hydroperoxide absorbance; Potency, µM (doses to about 57.1 µM), without a hit: top-dose activity change, negative = inhibition, hits mostly inhibitors; 110,000 compounds, 0.56% hits; AID 881; note: potency is the fitted concentration of half-maximal effect; nearly all actives have a fitted effect of over 60% in size; many of its hits are not listed in these tables
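Purified human 15hLO-2 (50 nM final) preincubated with compounds 15 min at room temperature in 25 mM Hepes pH 7.5, 0.01% Triton X-100, then 45 uM arachidonic acid added for 90 min; hydroperoxide detected via ferrous/xylenol orange, 573/405 nm absorbance ratio.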
* = called active by the depositor; ? = inconclusive; / = not tested or not shown; & = joins results of further samples; [ ] = another dose, or the depositor's remark. Unless noted, calls come from the whole dose curve; as a rule, active = well fitted curve in the direction sought with a large enough effect; inconclusive = small, poorly fitted or top-dose-only effect, or another doubt; inactive = no such curve, though single readings can be large; an effect the other way counts as inactive or inconclusive. Unless noted, % is set by controls: 0 for no effect and ±100 for the full control effect.

SMILES	IMPase inh	PNC inhibitor	12-hLO inh	ALOX15B inhib
COC(=O)C(Cc1c[nH]c2ccccc12)NC(=O)CNC(C)=O (stereo not drawn)	-2	43	-3%	6%
O/N=C1\CCCc2nnc3c(c21)CCCC3	-4	19	3%	-1%
COc1ccc(N2CCN(CCCNC(=O)C3(S(=O)(=O)c4ccc(Cl)cc4)CC3)CC2)cc1	5	?	-4%	-3%[2.29 µM]
O=C(NC(Cc1ccc2c(c1)OCO2)C(=O)NC(Cc1ccccc1)C(=O)O)c1ccccc1 (stereo not drawn)	1	-3	8%	0%
Cc1nn(Cc2ccccc2)c(C)c1C(=O)Nc1ccc(N2CCOCC2)cc1	7	-29	3%	2%
Cc1ccc(-c2nnn(Cc3nc(N)nc(N4CCOCC4)n3)n2)cc1	12	20	3%	-3%
COc1cc(OC)c(-c2nn3c(-c4cccnc4)nnc3s2)cc1OC	0	-2	-2%	-5%
COc1ccc(S(=O)(=O)N(CC(=O)Nc2ccc(S(=O)(=O)N3CCOCC3)cc2)c2ccccc2)cc1	-4	3	-1%	/
O=C(c1ccccc1)c1nc2ccccc2n(CCCn2c(=O)c(C(=O)c3ccccc3)nc3ccccc32)c1=O	2	?	-13%	-9%
CCC(=O)OC1C2CC3=C4CC(=O)OC(c5ccoc5)[C@]4(C)CCC3[C@@](C)(C2=O)C(CC(=O)OC)C1(C)C (stereo partly drawn)	/	/	-1%	8%
COc1ccc(-c2c(C)nn3c(N4CCN(Cc5ccccc5)CC4)cc(C)nc23)cc1OC	6	10	-9%	55%[activator]
COc1ccc(S(=O)(=O)N[C@H](C(=O)N2CC[C@@]3(O)CCCC[C@H]3C2)c2ccccc2)cc1	-7	22	0%	-5%
COCc1[nH]nc2c1C(c1cccc(OC)c1)C(C#N)=C(N)O2 (stereo not drawn)	4	-12	0%	-4%
Cc1ccc(C2(CC(=O)O)CCOC(C)(C)C2)cc1 (stereo not drawn)	-2	29	4%	/
Fc1ccc(NCc2nnc(SCc3nnc(-c4ccccc4)o3)n2Cc2ccccc2)cc1	6	-14	-7%	-8%
Cc1cc(C)c(S(=O)(=O)c2ccccc2)c(OC(=O)c2cc(F)c(F)cc2Cl)n1	0	-7	-4%	-3%
CCOC(=O)C1=C(N)OC2=C(C(=O)CCC2)C1c1ccccc1OCC (stereo not drawn)	?	?	-16%	3%
Cn1ncc(Cl)c1C(=O)N/N=C/c1cccc(OC2CSC2)c1	/	58	-4%	/
CC(CC(=O)NCc1ccccc1)C1CCCO1 (stereo not drawn)	4	?	2%	-3%
CC(=O)Nc1ccc(S(=O)(=O)Nc2ccc(NC(=O)c3ccco3)cc2)cc1	8	?	1%	6%[2.29 µM]

Two entries picked at random from the list so far, as already listed:
SMILES	IMPase inh	PNC inhibitor	12-hLO inh	ALOX15B inhib
Cc1ccc(-c2nnn(Cc3nc(N)nc(N4CCOCC4)n3)n2)cc1	12	20	3%	-3%
CC(CC(=O)NCc1ccccc1)C1CCCO1 (stereo not drawn)	4	?	2%	-3%

The results go on.
SMILES	IMPase inh	PNC inhibitor	12-hLO inh	ALOX15B inhib
O=C1C(C=Nc2ccccc2)=C(O)c2ccccc21	1	-13	7%	-10%
CCC1(c2ccccc2)NC(=O)N(CC(=O)Nc2ccc3c(c2)OCO3)C1=O (stereo not drawn)	-2	-18	-7%	-6%
COc1ccccc1C(=O)NNC(=S)NC(=O)c1ccco1	2	-2	3%	/
CCn1cc(C=C2C(=O)c3ccccc3C2=O)c2ccccc21	/	-20	5%	/
Cc1cccc(OCC(=O)Nc2cccc(O)c2)c1	0	26	-4%	-4%
CC(C)C(=O)OCC(=O)Nc1ccc2c(c1)CCC2	2	-13	1%	3%
COCCN1Cc2cccc(C(=O)Nc3cc(OC)ccc3OC)c2C1=O	12	?	2%	-7%
C/C(CCc1ccccc1)=N\NC(=O)c1ccccc1	/	?	3%	/
Oc1ccccc1C1=Nc2ccccc2N=C(c2cccs2)C1	1	-6	-2%	-9%
FC(F)(F)c1cccc(-n2cccc2/C=N/n2cnnc2)c1	3	12	-4%	-14%
COC(=O)C(Nc1ccccc1Cl)(c1cc(C)c(O)c(C)c1)C(F)(F)F (stereo not drawn)	7	?	-9%	-11%
CC(C)CC(c1nnnn1C1CCCCC1)N1CCN(c2ncccn2)CC1 (stereo not drawn)	3	-29	2%	7%
Cc1ccc(C(=O)N/C(=C\c2ccco2)C(=O)NCCCn2ccnc2)cc1C	-1	3	1%	46%[activator]
Cc1cc(NC(=O)CSc2nc3c([nH]c4ccccc43)c(=O)n2-c2cccc(C(F)(F)F)c2)no1	1	36	-10%	/
CC[C@H]1OC(=O)[C@H](C)[C@@H](O[C@H]2C[C@@](C)(OC)[C@@H](O)[C@H](C)O2)C(C)[C@@H](O[C@@H]2O[C@H](C)C[C@H](N(C)C)[C@@H]2O)[C@](C)(OC)C[C@@H](C)C(=O)[C@H](C)[C@@H](O)[C@]1(C)O (stereo partly drawn)	/	/	4%	7%
O=C(Cn1c(C(F)(F)F)nc2ccccc21)NCCN1CCCC1	-3	?	-8%	2%
O=S(=O)(c1cccc2nsnc12)N1CCN(C/C=C\c2ccccc2)CC1	4	?	0%	24%
O=C(c1ccc(S(=O)(=O)N2CCCCC2)cc1)N1CCN(Cc2ccc3c(c2)OCO3)CC1	4	38	-5%	12%
CCOC(=O)c1c(-c2ccc(OC)cc2)csc1/N=C/N(C)C	/	-4	-3%	/
CC(C)N(C(=O)Cn1c(SCC(=O)NCc2ccc3c(c2)OCO3)nc2ccccc21)C(C)C	0	16	4%	/
CCC(=O)N(Cc1ccc2c(c1)OCO2)Cc1cc2cc(OC)ccc2[nH]c1=O	4	-8	-5%	-7%
CCC(C)NC(=O)C1CCN(S(=O)(=O)c2ccc(Br)s2)CC1 (stereo not drawn)	/	30	2%	/
CCOC(=O)c1cnc2c(-c3ccc(Cl)cc3)c(C)nn2c1N	1	-8	3%	/
Cc1cc(OCC(F)(F)C(F)(F)C(F)(F)C(F)F)nc(N)n1	-15	-12	-7%	15%
Cc1ccnc(NC(=S)NC(=O)c2cncc(Br)c2)c1	/	-100*	-1%	/
COc1ccc(C2C(C(=O)O)CC(=O)N2c2ccc(OC)cc2)cc1 (stereo not drawn)	-5	-14	1%	1%
Cc1nc(NC2=NCN(Cc3ccc4c(c3)OCO4)CN2)nc2ccccc12	9	17	6%	3%
CCCCC/C=C\C/C=C\CCCCCCCC(=O)O	/	/	-4%&6%	7%
Cc1[nH]c(=O)[nH]c(=O)c1S(=O)(=O)N1CCC(C(=O)NC(C)c2ccccc2)CC1 (stereo not drawn)	/	-17	-6%	/
CCSc1nc(N)c(C#N)c(-c2ccco2)c1C#N	?	-27	-12%	/
Fc1ccccc1/C=N/Nc1ncnc2nc[nH]c12	/	44	2%	/
COc1ccc(N2CCN(C(=O)CSc3nnc(CNc4ccccc4)o3)CC2)cc1	-4	-20	-2%	/
COc1ccc(-n2cnnc2SCC(=O)N2CCN(S(=O)(=O)c3ccccc3)CC2)cc1	4	-20	3%	11%
CC(C)(C)C(=O)Nc1nnc(Cc2ccccc2)s1	8	?	0%	/
CN1CC=C2C(C#N)=C(N)C(C#N)(C#N)C(Cc3ccccc3)C2C1 (stereo not drawn)	0	-119*	-9%	17%
O=C(CSc1ccc(Cl)cc1)Nc1nnc(-c2cccc([N+](=O)[O-])c2)s1	/	?	-3%	/
CCOc1ccccc1NC(=O)NS(=O)(=O)c1ccc(C)cc1	-3	-15	2%	2%
Cc1ccc2[nH]c(=O)c(COC(=O)c3cccs3)cc2c1	/	?	-2%	/
O=S(=O)(Nc1ccc2c3c(cccc13)CC2)c1ccc(F)cc1	3	-16	-1%	/
CSc1ccc(/C=C(/NC(=O)c2ccc(C)cc2)C(=O)Nc2cccc(C)c2)cc1	/	19	-2%	/

Ordered by the number under IMPase inh (largest number first): some entries from above.
| SMILES | IMPase inh |
| --- | --- |
| CCC(=O)N(Cc1ccc2c(c1)OCO2)Cc1cc2cc(OC)ccc2[nH]c1=O | 4 |
| CCOC(=O)c1cnc2c(-c3ccc(Cl)cc3)c(C)nn2c1N | 1 |
| Cc1cc(OCC(F)(F)C(F)(F)C(F)(F)C(F)F)nc(N)n1 | -15 |

The results go on.
SMILES	IMPase inh	PNC inhibitor	12-hLO inh	ALOX15B inhib
N[C@@H](CSc1nc2ccccn2c1[N+](=O)[O-])C(=O)O	/	/	9%[11.4 µM]	1%[11.4 µM]
CCOC(=O)c1[nH]c2ccc(OC)cc2c1NC(=O)CN1CCSCC1	-13	-18	6%	-11%
COc1ccc2c(c1)OCC1=C2CCC2(C)C(=O)CC=C12 (stereo not drawn)	9	?	?	?
CC(NC(=O)c1cccc2ccccc12)c1ccc2c(c1)CCCC2 (stereo not drawn)	/	-21	-3%	/
O=C(CN1CCN(C(c2ccccc2)c2ccccc2)CC1)N1CCOCC1	19	-13	-6%	-8%
Cc1noc(C)c1S(=O)(=O)NC1CCN(Cc2ccccc2)CC1	2	-17	6%	10%
O=C(CSc1ncnc2ccccc12)NCCCO	-3	?	9%	-1%
C=C1CCC2[C@](C)(CO)C(O)CC[C@]2(C)C1C/C=C1/C(=O)OCC1O (stereo partly drawn)	/	/	-1%	-3%
CNC(=O)c1nnn(Cc2ccccc2)c1NC(C)=O	2	24	2%	1%
COc1ccc(C(=O)CSc2ccc(-c3ccc(C)cc3)nn2)cc1	3	14	-1%	/
CC(CCc1ccccc1)NC(=O)c1cccc([N+](=O)[O-])c1 (stereo not drawn)	/	9	-2%	/
Cc1ccc(OCCSc2ncnc3sc(C)c(C)c23)cc1C	?	?	-8%	11%

Entries of single compounds from above.
C=C1CCC2[C@](C)(CO)C(O)CC[C@]2(C)C1C/C=C1/C(=O)OCC1O (stereo partly drawn) is entered as IMPase inh = /; PNC inhibitor = /; 12-hLO inh = -1%; ALOX15B inhib = -3%
CCOC(=O)c1[nH]c2ccc(OC)cc2c1NC(=O)CN1CCSCC1 is entered as IMPase inh = -13; PNC inhibitor = -18; 12-hLO inh = 6%; ALOX15B inhib = -11%

5 entries from above, comma-delimited:
smiles,IMPase inh,PNC inhibitor,12-hLO inh,ALOX15B inhib
Oc1ccccc1C1=Nc2ccccc2N=C(c2cccs2)C1,1,-6,-2%,-9%
CCC(=O)OC1C2CC3=C4CC(=O)OC(c5ccoc5)[C@]4(C)CCC3[C@@](C)(C2=O)C(CC(=O)OC)C1(C)C (stereo partly drawn),/,/,-1%,8%
O/N=C1\CCCc2nnc3c(c21)CCCC3,-4,19,3%,-1%
CC(CCc1ccccc1)NC(=O)c1cccc([N+](=O)[O-])c1 (stereo not drawn),/,9,-2%,/
O=C(c1ccc(S(=O)(=O)N2CCCCC2)cc1)N1CCN(Cc2ccc3c(c2)OCO3)CC1,4,38,-5%,12%

This is a subset; count on the stated rates, not on these rows.
